S1P4 ag: agonists of human S1P4 receptor; 0.35% of 220,000 active; S1P4-expressing cell line, agonist reporter assay; activation, % at 4.98 µM; AID 1509; in the data active means activation above about 11%;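 further: 0% = DMSO vehicle and 100% = reference agonist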
RBBP9 inh: inhibitors of human serine hydrolase RBBP9; 0.2% of 220,000 active; inhibition, % at 7.94 µM; O75884; recombinant RBBP9, FP-Rh probe fluorescence polarization; AID 1515;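 active means inhibition above the campaign mean of all tested compounds plus 3 SD, cut at about 14% in these data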;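 further: plate controls were DMSO wells with RBBP9 for no effect and wells lacking RBBP9 protein for full effect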
Target sequence (O75884 whole entry, looked up): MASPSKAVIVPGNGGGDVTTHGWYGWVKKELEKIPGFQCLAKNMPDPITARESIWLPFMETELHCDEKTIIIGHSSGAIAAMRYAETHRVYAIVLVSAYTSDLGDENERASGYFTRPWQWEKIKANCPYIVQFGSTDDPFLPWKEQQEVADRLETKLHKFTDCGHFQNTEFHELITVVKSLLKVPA
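Test system: recombinant human RBBP9. Quantity: 2.5 µM RBBP9 dispensing solution, before mixing. Detection: FP readout at 525/598 nm. Reagent: Serine-hydrolase probe FP-Rh, 375 nM pre-mixing. Measure: % inhibition. Control set: DMSO-treated enzyme wells and wells lacking RBBP9. Buffer or medium: Tris-NaCl-Pluronic buffer, pH 8.0. Times: preincubation 30 min plus labeling 45 min at 25 °C.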
BaF3 parental: counter-screen for JAK2V617F inhibitors: parental Ba/F3 viability inhibitors; inhibition, % at 5.6 µM; 1.1% of 220,000 active; AID 1486; CellTiter-Glo ATP luminescence;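 active means inhibition above a per-campaign cutoff, the mean inhibition of all tested compounds plus 3 SD, cut at about 27% in these data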;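 further: 0% = DMSO wells and 100% = JAK Inhibitor I control wells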
NPY1 pot ag: potentiators or agonists of human neuropeptide Y receptor Y1 | P25929 | NPY-Y1 expressing cells, potentiator/agonist activation | activation, % at 3.6 µM | 0.37% of 220,000 active; in the data active means activation above about 33%, passing the limit was not always enough;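 further: cells stimulated with NPY at EC10 then isoproterenol at EC100; 0% = low agonist plus stimulus and 100% = saturating agonist plus stimulus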
Ba/F3 V617F tox: lowers viability of Ba/F3 cells expressing EpoR and JAK2V617F | ATP luminescence | inhibition, % at 5.6 µM | 1.1% of 220,000 active;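 active means inhibition above the campaign mean plus 3 SD over all tested compounds, cut at about 24% in these data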;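 further: cytokine-independent growth of Ba/F3 cells driven by EpoR plus mutant JAK2; 0% = DMSO-treated cells and 100% = JAK inhibitor I control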
NPY2 pot ag: human NPY-Y2 potentiation or agonism, primary screen; cells expressing NPY-Y2, potentiator/agonist read-out; activation, % at 3.6 µM; 0.45% of 220,000 active; in the data active means activation above about 27%;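 further: cells stimulated with NPY near EC25 plus isoproterenol at EC100; 0% = vehicle plus submaximal agonist and 100% = vehicle plus saturating agonist; some results beyond the cut were filed as inactive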
Runt-CBFb FRET: Runt domain-CBFb interaction inhibition; 0.46% of 220,000 active; inhibition, % at 20 µM; AID 1496; Cerulean-Runt/Venus-CBFb FRET ratio 530/480, 1 h; Q01196+Q13951;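 active means inhibition over about 50% at 20 µM in the single-dose screen, limit read from the data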;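 further: 0% = DMSO wells and 100% = excess unlabeled CBFb competitor control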
Target sequence (Q01196 whole entry, looked up, the tested form may be a part): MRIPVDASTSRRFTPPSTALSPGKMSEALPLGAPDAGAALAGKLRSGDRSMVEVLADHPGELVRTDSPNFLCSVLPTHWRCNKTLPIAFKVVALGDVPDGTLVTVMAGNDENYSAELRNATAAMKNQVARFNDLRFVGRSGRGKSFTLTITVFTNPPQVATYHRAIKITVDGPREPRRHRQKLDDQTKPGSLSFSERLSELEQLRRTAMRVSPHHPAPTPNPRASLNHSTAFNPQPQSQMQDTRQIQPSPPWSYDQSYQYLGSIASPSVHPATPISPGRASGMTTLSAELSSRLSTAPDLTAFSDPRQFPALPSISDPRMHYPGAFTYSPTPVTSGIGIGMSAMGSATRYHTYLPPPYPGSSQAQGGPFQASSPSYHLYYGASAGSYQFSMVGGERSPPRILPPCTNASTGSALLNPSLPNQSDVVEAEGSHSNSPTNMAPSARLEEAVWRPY
Target sequence (Q13951 whole entry, looked up, the tested form may be a part): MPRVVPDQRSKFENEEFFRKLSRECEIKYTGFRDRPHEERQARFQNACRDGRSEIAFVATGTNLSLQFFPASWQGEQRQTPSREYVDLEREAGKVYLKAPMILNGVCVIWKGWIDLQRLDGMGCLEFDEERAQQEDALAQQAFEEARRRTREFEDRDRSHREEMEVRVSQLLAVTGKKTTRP
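Buffer or medium: Tris pH 7.5 buffer with BSA. Assay system: Cerulean-labeled Runt domain protein. Amount: each fluorescent fusion protein 100 nM. Read-out basis: loss of energy transfer signal. Incubation: 1 h compound exposure, room temperature. Probe or stimulus: Venus-CBFb binding partner, 100 nM. Detection: FRET, excitation 422 nm, emission at 530 and 480 nm.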
NPY Y1 blocker: blocks the human neuropeptide Y Y1 receptor. P25929. HEK293-CNG Y1 cells, membrane potential fluorescence; NPY at EC95, then isoproterenol. inhibition, % at 3.6 µM. 1% of 200,000 active. AID 1040;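 active means inhibition above the campaign mean inhibition of all tested compounds plus 3 SD, cut at about 20% in these data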;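 further: 0% = DMSO wells given NPY plus isoproterenol and 100% = isoproterenol alone without NPY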
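Test system – HEK293 Y1/CNG channel cell line · Also added – NPY agonist 25 nM, then isoproterenol 1 µM plus Ro 20-1724 25 µM · Compound dosing – one concentration, 3.6 µM, in 0.4% DMSO · Schedule – compound incubation 1 h at room temperature, readout 45 min post-stimulation · Technique – fluorescence, membrane potential probe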
S1P4 antag: human S1P4 receptor antagonism; O95977; S1P4-expressing cells, antagonist mode, reporter read-out; inhibition, % at 4.98 µM; 0.26% of 220,000 active; AID 1510; in the data active means inhibition above about 29%;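 further: 0% = wells stimulated with agonist and 100% = vehicle wells without agonist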
* marks the source's active call; other numbers are inactive results; x = not tested or not shown.

Structure	S1P4 ag	RBBP9 inh	BaF3 parental	NPY1 pot ag	Ba/F3 V617F tox	NPY2 pot ag	Runt-CBFb FRET	NPY Y1 blocker	S1P4 antag
Cc1cccc(N(Cc2ccccc2F)S(C)(=O)=O)c1	1.2	-5	4	24	-1	11	-2	-2	-21
COc1ccc(C(=O)Nc2cc(OC)c(Cl)cc2Cl)cc1	-1.8	1	8	-9	6	-4	-1	0	12
O=C(Nc1ccccc1Cl)c1ccc2c(c1)N(Cc1ccc(F)cc1)C(=O)CS2=O (configuration not stated)	-0.3	-6	7	4	-1	2	-2	-3	-4
Cc1ccc(/C=C/C(=O)O)cc1S(=O)(=O)NCCCC(=O)O	0.9	-8	12	-3	1	-8	2	-3	-12
COc1cccc(OC)c1NC(=O)Cc1nn(C)c(=O)c2ccccc12	-0.9	-4	0	7	-2	9	0	3	3
CCOc1nc(-c2ccccc2O)nc2ccccc12	1.1	-1	5	-28	-2	-1	-2	2	-5
COc1ccc(Nc2cc(C(=O)NCc3ccco3)c3ccccc3n2)cc1	1.4	-2	6	0	3	-10	9	-1	-15
CCOC(=O)C1=C(C)OC(N)=C(C#N)C1c1ccc(C)s1 (configuration not stated)	2.1	3	0	8	-2	-1	6	-5	-9
O=C(Nc1cccc(S(=O)(=O)N2CCCC2)c1)c1ccc2c(=O)n3c(nc2c1)CCCCC3	3.3	1	5	16	-5	1	-2	-5	-1
CC(C)C1Oc2ccccc2N(CC(=O)N(Cc2ccccn2)C2CC2)C1=O (configuration not stated)	0.3	-8	3	-31	-1	23	-1	4	-13
CCOc1cc(/C=N/Nc2nc(N3CCCCC3)nc(N3CCCCC3)n2)ccc1OC(=O)c1ccco1	-1.3	-3	5	-6	0	7	-3	0	-5
COc1ccc(C)cc1S(=O)(=O)N(C)CC(=O)N1CCCCC1	-1.7	-10	3	-19	0	12	x	-3	0
Cc1c(-c2cccc(Cl)c2)nc2ccccc2c1C(=O)OCC(=O)N(C)C1CCS(=O)(=O)C1 (configuration not stated)	-0.8	-5	11	-16	5	-3	x	-1	-15
O=C(O)c1cccc(NC(=S)NC(=O)c2ccncc2)c1	0.3	-9	2	-8	3	-7	3	-1	-11
Cc1c(S(=O)(=O)NCc2ccccc2)c(=O)n(C)c(=O)n1C	1.2	-9	-2	-3	3	-20	0	x	-1
CCS(=O)(=O)N1Cc2ccccc2CC1C(=O)Nc1nccs1 (configuration not stated)	-1.1	-2	10	-9	0	4	-1	-6	-15
O=[N+]([O-])c1ccc(-c2nnc(CSc3nc(-c4ccccc4)nc4ccc(F)cc34)o2)cc1	0.6	-5	7	12	4	-2	x	-1	-7
Cc1nn(C)cc1/C=N/NC(=O)C(C)(C)Oc1ccc(Cl)cc1	-0.1	-6	3	-7	1	-2	-1	2	-9
COc1ccc(/C=N/NC(=O)C(=O)N2CCCC2)cc1OC	0.7	-5	2	-12	0	-5	1	-5	-25
COc1ccc(N(CC(=O)NCC2CCCO2)S(=O)(=O)c2ccc(C)cc2)cc1OC (configuration not stated)	0.2	-1	1	0	-3	11	1	2	10
CC(C)N(Cc1nccn1C)C(=O)CCc1nnc(CCCc2ccccc2)o1	11	2	5	1	-7	3	3	4	-28
COc1cc(OC)cc(C(=O)N[C@H](C(=O)Nc2nc3c(s2)CCCC3)C(C)C)c1	2.5	-8	7	0	-1	-4	-1	3	-25
O=C(c1ccc(C#Cc2ccccc2)o1)N1CCN(c2ccccn2)CC1	-1.5	-6	3	-19	0	-26	-3	7	1
CCc1ccc(N(CC(=O)NC2CCCCC2)S(=O)(=O)c2c(C)noc2C)cc1	2.1	-10	9	-5	-4	-3	5	4	-51
CCOCCCNC(=O)c1ccccc1Br	-0.2	-10	1	11	4	-2	0	-2	-21

Two of the compounds above, field by field.
Molecule: CCOc1nc(-c2ccccc2O)nc2ccccc12
  S1P4 ag = 1.1	RBBP9 inh = -1	BaF3 parental = 5	NPY1 pot ag = -28	Ba/F3 V617F tox = -2	NPY2 pot ag = -1	Runt-CBFb FRET = -2	NPY Y1 blocker = 2	S1P4 antag = -5
Molecule: COc1ccc(Nc2cc(C(=O)NCc3ccco3)c3ccccc3n2)cc1
  S1P4 ag = 1.4	RBBP9 inh = -2	BaF3 parental = 6	NPY1 pot ag = 0	Ba/F3 V617F tox = 3	NPY2 pot ag = -10	Runt-CBFb FRET = 9	NPY Y1 blocker = -1	S1P4 antag = -15

Other results follow:
Structure	S1P4 ag	RBBP9 inh	BaF3 parental	NPY1 pot ag	Ba/F3 V617F tox	NPY2 pot ag	Runt-CBFb FRET	NPY Y1 blocker	S1P4 antag
CC1=CCC2C(=O)N(c3nc(C)cc(C)n3)C(=O)C2C1 (configuration not stated)	-4.9	-4	3	2	-4	-8	-2	0	-4
COc1cccc(C(C#N)N2CCOCC2)c1 (configuration not stated)	0.6	7	4	18	-4	-3	0	2	2
O=C(C1CCN(C2CC(=O)N(c3cccc(Cl)c3)C2=O)CC1)N1CCCCCC1 (configuration not stated)	0.8	0	1	-15	-3	-12	1	-4	-2
Cc1ccc(Nc2nc(CSc3nnc(-c4ccccc4C)n3C)cs2)cc1	2.5	-7	2	-22	-3	0	9	-2	-1
CCNC(=O)NC(=O)COC(=O)CNC(=O)COc1ccccc1	1.1	-4	4	14	0	0	1	2	-2
CCN1CCN(C(=O)c2ccc(CS(=O)(=O)Cc3ccccc3F)o2)CC1	0.3	-10	2	-6	1	5	0	-1	-9
C=CCNC(=O)c1cccc(NS(=O)(=O)c2ccc(Cl)cc2)c1	1.4	-7	3	12	0	-3	0	0	-4
O=c1c2cc3c(cc2[nH]c(=S)n1C1CCN(Cc2ccccc2)CC1)OCO3	-1.3	-5	10	-12	4	-2	1	2	5
COc1ccc(/C=C/c2nc3sc4c(c3c(=O)o2)CCC4)cc1	2.2	0	3	-10	-1	-15	x	-3	-18
CC(C)N(C(=O)CS(=O)(=O)c1ccc(Cl)c(Cl)c1)C(C)C	-2.7	2	6	-5	-3	5	-2	-1	6
CCCCCCCC1CC(CSc2ncn[nH]2)OC1=O (configuration not stated)	-0.1	4	0	3	-1	-4	-7	-2	13
COc1ccc(N=Cc2c(O)n(-c3cccc(C)n3)c(=O)c3ccccc23)c(OC)c1	0.7	-1	3	8	-1	-14	-249	x	4
Cc1ccc(-c2cc(C(=O)Nc3cccnc3)[nH]n2)c(O)c1C	-2.1	-18	0	5	-1	-15	0	x	20
Nc1c(C(=O)O)cnn1-c1ccccc1	3.0	-9	11	1	3	9	0	-3	-7
CCc1nc(C)cn1S(=O)(=O)c1cc(OC)c(C)cc1C	0.7	-6	4	3	-1	9	1	8	-12
Cc1cccc(NC(=S)/N=C(\N)Nc2nc(C)c3ccccc3n2)c1	-0.2	-5	3	-19	8	-4	0	6	-92
COC(=O)c1c(C)[nH]c(C)c1-c1ccccc1	0.8	-4	7	6	4	2	-2	-2	4
O=C(CC1SC(=O)N(Cc2ccccc2)C1=O)Nc1nccs1 (configuration not stated)	-0.9	-6	3	-3	-1	7	0	3	-19
CCCCN(CCCNC(=O)c1c(C)cc(=O)oc1C)c1ccccc1	-1.0	-11	4	6	-1	7	-5	9	4
Cc1ccc(S(=O)(=O)c2c(C)nn(C(C)(C)C)c2OC(=O)CC(C)C)cc1	1.0	-9	4	-13	1	-11	-2	2	-12
COC(=O)c1cccnc1NC(=S)NNC(=O)c1ccncc1	0.1	-2	6	-7	-1	0	3	8	11
Brc1ccc(-c2nnc(-c3ccco3)o2)cc1	0.5	-2	-1	-3	-1	-10	-1	5	2
Cc1cccc(C(=O)N2CCC(Cc3ccccc3)CC2)c1[N+](=O)[O-]	-0.8	-1	0	2	-1	-6	0	-2	5
O=S(=O)(c1cc(Cl)ccc1Cl)n1cccn1	1.0	-4	3	-15	-1	13	-4	2	10
CCOC(=O)C(CC(=O)O)N1CCCCC1 (configuration not stated)	0.7	-2	0	16	-4	9	0	9	0
CCOC(=O)Cn1c(=O)cc(C)c2cccc(C)c21	1.2	-8	3	-8	1	-8	-1	5	-8
COCCOC(=O)C1=C(C)NC(=O)NC1c1ccc(Cl)cc1 (configuration not stated)	1.8	-1	-1	-3	-2	1	0	2	-2
COc1ccccc1CN1CC(C(=O)N2CCN(c3ccc(F)cc3)CC2)CC1=O (configuration not stated)	-1.8	-1	7	1	4	-10	3	-2	9
CN(C)c1nc(NCc2ccccc2)nc(SCC(=O)Nc2ccccc2Cl)n1	0.5	-6	2	2	-4	-3	-1	26*	-17
O=S(=O)(Nc1ccc(-c2nc3ccccc3o2)cc1)c1ccccc1	-2.6	-10	3	-4	1	-4	-6	3	1
N#CC1=C(SCc2ccccc2)NC(=O)C(C#N)C12CCCC2 (configuration not stated)	1.9	-8	3	1	-4	-7	0	-4	-12
O=C(CNS(=O)(=O)c1ccccc1Br)OCC(=O)N1CCc2ccccc21	-2.0	-17	0	9	-3	6	4	0	-5
CCOc1ccc(-n2c(SC(C)C)nc3c(c2=O)SCC3)cc1	0.6	-12	3	10	1	-7	2	1	-19
CC1CN=C(N(C(=O)Nc2ccccc2)C(C)C)S1 (configuration not stated)	0.1	-8	1	-6	-4	11	1	3	15
Cc1ccc(O)c(CP(=O)(c2ccccc2)c2ccccc2)c1	-0.2	1	5	-5	-2	3	-1	4	1
Cc1ccc2[nH]c3c(=O)n(N)c(=O)[nH]c3c2c1	0.1	-4	2	-23	-2	2	-1	x	7
